Source: PubChem (several laboratories)
Keap1 Nrf2 FP: Keap1-Nrf2 protein-protein interaction inhibitors, primary screen, biochemical, fluorescence polarization, single point; Kelch-like ECH-associated protein 1 (Homo sapiens), Q14145; Keap1 Kelch-Nrf2 peptide fluorescence polarization, 1536-well; inhibition, % at 9.4 µM; 340,000 tested, 0.15% active; in the data active = inhibition above about 12%;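 note: human Keap1 Kelch domain with fluorescein labeled Nrf2 9mer peptide probe; 0% = neutral control wells and 100% = peptide positive control; higher means more block of Keap1 binding to Nrf2 peptide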
Target sequence (Q14145 whole entry, looked up, the tested form may be a part): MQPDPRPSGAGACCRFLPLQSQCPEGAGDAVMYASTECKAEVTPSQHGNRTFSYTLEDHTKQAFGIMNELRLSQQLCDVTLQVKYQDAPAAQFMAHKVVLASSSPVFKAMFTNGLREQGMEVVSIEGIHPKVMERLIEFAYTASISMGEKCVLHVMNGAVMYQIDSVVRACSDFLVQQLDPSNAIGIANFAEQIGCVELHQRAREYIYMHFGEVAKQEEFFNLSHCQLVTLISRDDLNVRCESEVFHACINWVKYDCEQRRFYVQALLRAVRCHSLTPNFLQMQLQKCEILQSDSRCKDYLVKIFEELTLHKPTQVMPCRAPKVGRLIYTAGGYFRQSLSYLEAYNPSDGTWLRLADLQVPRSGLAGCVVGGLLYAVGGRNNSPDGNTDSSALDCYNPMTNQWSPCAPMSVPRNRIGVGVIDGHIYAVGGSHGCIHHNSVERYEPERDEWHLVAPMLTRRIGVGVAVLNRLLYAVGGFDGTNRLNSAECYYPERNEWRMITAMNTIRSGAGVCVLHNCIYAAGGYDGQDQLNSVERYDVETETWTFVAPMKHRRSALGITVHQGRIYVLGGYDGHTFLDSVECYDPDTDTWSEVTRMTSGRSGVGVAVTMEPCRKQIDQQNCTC
V-ATPase pHluor: regulators of yeast V-ATPase proton pumping, primary screen, pHLuorin cytosolic pH fluorescence; S. cerevisiae; 350,000 tested, 0.37% active; AID 504577, 2011; response, % at 10 µM; in the data active = response mostly above about 7.3%, no sharp cut-off; inactive = mostly below about 5.4%; note: actives read high; inactives centre near 0; some compounds called inactive have numbers as strong as hits; reference of the scale not given here
cardiac RTF act: cardiac RTF calcium sensitivity activators, primary screen, biochemical, IANBD-TnC fluorescence, EC20 calcium; 340,000 tested, 0.24% active; IANBD-labeled TnC RTF fluorescence at EC20 calcium; 0% EC20 calcium, 100% full calcium; Troponin I, cardiac muscle (Homo sapiens) + Troponin T, cardiac muscle (Homo sapiens) + …; activation, % at 7.2 µM;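 active = activation above the mean over all tested compounds plus 3 SD, cut at about 30% in these data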;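 note: rise in fluorescence read as greater calcium sensitivity of cardiac thin filaments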
CAL PDZ FP: untagged CAL PDZ binding inhibitors, primary screen, biochemical, fluorescence polarization, HTS; Golgi-associated PDZ and coiled-coil motif-containing protein (Homo sapiens), Q9HD26; purified CAL PDZ, TMR-peptide fluorescence polarization, 1 h; inhibition, % at 24.9 µM; 300,000 tested, 0.92% active;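 active = mean inhibition of at least 30% with at least half of replicates also reaching 30%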;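 note: 0% = DMSO neutral control and 100% = excess unlabeled competitor peptide PRC23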
MOR-DOR ag: agonists of OPRM1-OPRD1 heterodimerization, primary screen, cell-based, luminescence; AID 504326, 2011; 340,000 tested, 0.3% active; activation, % at 9.3 µM; Mu-type opioid receptor (Homo sapiens) + Delta-type opioid receptor (Homo sapiens), …; cells; in the data active = activation above about 18%;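 note: 0% = vehicle-treated cells and 100% = reference agonist; values of inactives mirror those of a sister screen read the other way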
RTF Ca sens inh: cardiac RTF calcium sensitivity inhibitors, primary screen, biochemical, IANBD-TnC fluorescence, EC70 calcium | 340,000 tested, 0.12% active | Troponin I, cardiac muscle (Homo sapiens) + Troponin T, cardiac muscle (Homo sapiens) + … | IANBD-labeled cardiac RTF, Ca2+ fluorescence | inhibition, % at 7.15 µM;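 active = inhibition above the mean inhibition of all tested compounds plus 3 SD, cut at about 17% in these data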;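 note: assay run at fixed EC70 calcium of 1.6 mM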
HTR5A ag ctr: HTR5A agonists in luminescence cell assay, primary screen, counter-screen for OPRM1-OPRD1 heterodimer agonist project, full-deck HTS; 5-hydroxytryptamine receptor 5A (Homo sapiens), P47898; cell-based; activation, % at 9.3 µM; 340,000 tested, 0.61% active; AID 504692, 2011; in the data active = activation mostly above about 9.5%, no sharp cut-off; inactive = mostly below about 7.6%;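 note: 0% = cells with vehicle only and 100% = reference agonist; strong numbers were not always called active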
Target sequence (P47898 whole entry, looked up): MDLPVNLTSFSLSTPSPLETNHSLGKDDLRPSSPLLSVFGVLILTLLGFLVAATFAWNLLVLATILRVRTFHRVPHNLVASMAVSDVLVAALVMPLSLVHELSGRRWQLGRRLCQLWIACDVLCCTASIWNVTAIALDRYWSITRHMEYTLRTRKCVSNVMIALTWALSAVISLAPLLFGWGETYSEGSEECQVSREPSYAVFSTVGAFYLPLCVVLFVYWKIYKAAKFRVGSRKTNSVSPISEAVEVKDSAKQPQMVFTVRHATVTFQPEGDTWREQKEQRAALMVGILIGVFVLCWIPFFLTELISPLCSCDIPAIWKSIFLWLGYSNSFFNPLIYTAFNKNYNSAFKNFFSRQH
MOR-DOR inv ag: inverse agonists of MOR-DOR heterodimerization, primary screen, cell-based, luminescence. Mu-type opioid receptor (Homo sapiens) + Delta-type opioid receptor (Homo sapiens), …. cell-based MOR-DOR heterodimer luminescence, inverse agonism. inhibition, % at 9.3 µM. 340,000 tested, 0.21% active. AID 504357, 2011; in the data active = inhibition above about 22%, passing the limit was not always enough;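 note: 0% = cells with DMSO and 100% = wells without cells with DMSO; values of inactives mirror those of a sister screen read the other way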
HTR5A inv ctr: HTR5A inverse agonists in luminescence cell assay, primary screen, counter-screen for OPRM1-OPRD1 heterodimer inverse agonist project, full-deck HTS; 5-hydroxytryptamine receptor 5A (Homo sapiens), P47898; HTR5A cell line, inverse agonism; inhibition, % at 9.3 µM; 340,000 tested, 0.083% active; AID 504634, 2011; in the data active = inhibition mostly above about 23%, no sharp cut-off; inactive = mostly below about 18%;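 note: 0% = cells with DMSO and 100% = no-cell wells with DMSO; some compounds called inactive have numbers as strong as hits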
C-LANA FP: inhibitors of KSHV C-LANA binding to DNA, primary screen, biochemical, fluorescence polarization, FAM-LBS DNA, MBP-C-LANA, single point. inhibition, % at 9 µM. AID 504423, 2011. 340,000 tested, 0.078% active. Kaposi's sarcoma herpesvirus LANA C-terminal domain (residues 932-1162) DNA binding;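 active = highest replicate inhibition at or above 60% at 9 µM, even if other replicates fall short; inactive = all replicates below 60% inhibition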;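 note: 0% = neutral control wells and 100% = 4 µM acridine orange control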
* hit, by the source's call; x = not tested or not shown.

no.	compound	RTF Ca sens inh	MOR-DOR ag	V-ATPase pHluor	Keap1 Nrf2 FP	HTR5A ag ctr	cardiac RTF act	CAL PDZ FP	HTR5A inv ctr	C-LANA FP	MOR-DOR inv ag
1	CC1(C)CC2(CCO1)OC(=O)CC2C(=O)Nc1ccc(Br)cc1 (stereo not drawn)	-2	-2.7	3	-2	1	0	0	-2	-1.9	15
2	CCC1=NN(C(=O)CCc2ccc3c(c2)OCO3)C(O)(C(F)(F)F)C1 (stereo not drawn)	-9	2.6	0	0	9	-5	x	-27	-1.6	-19
3	CCN(CC)S(=O)(=O)c1ccc2c(c1)nc(CCC(=O)Nc1ccccc1Cc1ccccc1)n2CC	-4	0.8	-3	-1	-12	0	-3	33	-2.1	-5
4	O=C(NCCCN=C1NS(=O)(=O)c2ccccc21)c1ccc(F)cc1	-3	-1.5	-3	-1	6	-3	-9	-15	-1.8	8
5	Cc1cc(OCC(=O)Nn2cnnc2)ccc1Br	4	3.0	-6	0	6	-1	x	-37	4.4	-16
6	Cn1cc(Br)c(C(=O)NN2C(=O)C3C4C=CC(C5CC45)C3C2=O)n1 (stereo not drawn)	1	-1.9	0	4	4	2	x	1	-0.3	10
7	Cc1ccc(C)c(CN2CCN(c3ncccn3)CC2)c1	-3	1.2	0	0	4	-1	4	13	-0.3	-7
8	NC(=O)C(c1ccc(F)cc1)c1ccc(C(=O)c2ccccc2)cc1 (stereo not drawn)	-6	0.4	-2	6	1	-4	-1	-5	-3.3	-2
9	N#Cc1cccc(NC(=O)Cn2cnc(S(=O)(=O)N3CCCCC3)c2)c1	1	-2.0	-3	4	1	-6	-2	-5	0.2	10
10	COc1ccc(NC(=O)Cn2cc(C(=O)C3CC3)c3ccccc32)cc1	-18	1.1	-1	5	8	-3	1	-23	0.5	-6
11	CSc1nc2ccc(S(=O)(=O)N(C)C)cc2s1	1	-2.4	2	-2	-2	-5	-5	6	-0.1	11
12	Cc1cccc(NC(=O)CSc2nnc(CNC(=O)c3ccco3)n2C)c1	6	0.2	-2	2	3	-8	-3	-8	-1.4	-2
13	COc1ccc(/C=N/N2CCN(C)CC2)c(OC)c1OC	-2	-0.4	1	-4	0	3	-3	0	-1.3	2
14	Cc1nc2ccc(F)cc2cc1C(=O)Nc1ccc(Cl)c(Cl)c1	-6	4.2	-1	-1	4	3	-7	-16	1.9	-22
15	Cc1cccc(N(CC(=O)NC2CCCC2)C(=O)c2cc3cc4cccc(C)c4nc3s2)c1C	-1	0.3	-62	-2	6	0	4	1	-0.9	-2
16	CCc1nc2ccccc2c(C(=O)Nc2ccc(F)cc2)c1C	-8	-0.4	1	-4	-2	3	-4	8	0.0	2
17	CCOC(=O)C1C(=O)C=C(c2ccc([N+](=O)[O-])cc2)CC1c1ccccc1 (stereo not drawn)	3	-0.8	-4	-2	4	0	-1	-4	-0.4	5
18	COC(=O)CCC(=O)Nc1nc(-c2ccccc2)cs1	-8	0.6	6	8	4	-7	x	-11	-1.2	-4
19	O=C(NN1C(=O)c2ccccc2C1=O)c1ccncc1	-3	-2.5	0	2	1	5	-4	-13	0.9	12
20	CCCCN(CC)C(=O)/C=C/c1cccc([N+](=O)[O-])c1	-3	-1.1	3	-3	3	6	0	10	0.4	6
21	O=C(N/N=C/c1cc(Cl)ccc1O)c1cccnc1	-10	3.6	10	6	-2	-3	-4	6	-0.1	-17
22	Cn1c(-c2ccccc2)cnc1SCC(N)=O	-8	-0.1	-1	0	13	2	-2	-33	2.7	1
23	CN1CCC(N(C)S(=O)(=O)c2ccc(NC(=O)COc3cccc(Cl)c3)cc2)CC1	-4	0.3	1	1	1	2	-4	18	-1.0	-2
24	COCCN(C(=O)CSCc1ccccc1)c1c(N)n(Cc2ccccc2)c(=O)[nH]c1=O	1	-1.4	2	2	-1	-4	-3	6	-1.5	7
25	CCC(C)NC(=O)c1ccc(NC(=O)C2CCCO2)cc1 (stereo not drawn)	5	-0.2	3	-1	1	-7	-5	1	8.0	1

no.	compound	RTF Ca sens inh	MOR-DOR ag	V-ATPase pHluor	Keap1 Nrf2 FP	HTR5A ag ctr	cardiac RTF act	CAL PDZ FP	HTR5A inv ctr	C-LANA FP	MOR-DOR inv ag
26	Cc1ccc(C(=O)CNc2cccc([N+](=O)[O-])c2)cc1	9	-4.0	0	-1	1	-5	0	-6	-2.3	19
27	COc1cccc(NC(=O)C(OC(=O)c2ccccc2NS(=O)(=O)c2cccs2)c2ccccc2)c1 (stereo not drawn)	8	0.3	1	-5	7	-3	0	-11	1.6	-2
28	O=C(NNc1ccccn1)c1ccccc1CC[N+](=O)[O-]	-2	-2.9	-2	-2	1	-5	-4	16	-1.8	15
29	COC(=O)c1cn(NC(=O)CCC2CCCC2)c(=O)c2ccccc12	-5	2.5	0	-3	6	-3	0	-18	0.8	-15
30	O=C(c1nn2c(C(F)(F)F)cc(-c3ccccc3)nc2c1Cl)N1CCN2CCCC2C1 (stereo not drawn)	0	0.3	1	-2	2	-2	-4	2	-1.1	-2
31	COc1ccc(Cl)cc1C(=O)Nc1ccc2c(c1)OCCO2	-1	-0.5	-1	-1	-6	-1	-6	-26	0.6	2
32	CC(C)CC(NS(=O)(=O)c1ccc2c(c1)oc(=O)n2C)C(=O)N1CC=C(c2ccccc2)CC1 (stereo not drawn)	-9	-0.3	-5	1	-2	3	x	6	1.0	2
33	CCOC(=O)/C(C#N)=C1/C=C(C)c2ccccc2N1	-24	-0.8	1	-2	8	1	3	-22	1.9	4
34	CS(=O)(=O)N(CC(=O)N1CCCC1)c1ccc2c(c1)OCCO2	-8	0.6	0	1	1	-2	0	26	1.2	-3
35	CCCCN1C(=O)c2ccc(C(=O)NC3=NCCS3)cc2C1=O	-8	1.9	7	-3	2	-2	-5	2	-0.2	-9
36	O=[N+]([O-])c1ccc(/C=N/n2c(-c3ccccc3)n[nH]c2=S)cc1	2	7.3	-1	0	-1	0	-4	2	-1.0	-38
37	Cc1cccc(-n2nnc(C(=O)NCc3ccccn3)c2N)c1	5	-1.9	0	1	-6	-5	-6	3	2.1	12
38	C(=Nc1ccc(N2CCOCC2)cc1)c1c[nH]c2ccccc12	-2	1.2	3	-1	-1	2	x	-13	-7.8	-6
39	Cc1ccc(NC(=O)CCc2ccc(S(=O)(=O)N3CCOCC3)cc2)c(C)c1	-6	-1.6	-3	-6	0	2	x	-1	0.1	7
40	O=C(CCC1CCCC1)NCCS(=O)(=O)N1CCN(c2ccc(F)cc2)CC1	1	-0.5	-2	-7	-4	2	0	12	1.3	3
41	COc1ccc(/C(C)=N/NC(=O)CNC(=O)/C=C/c2ccccc2OC)cc1	-1	-2.0	3	2	2	2	-2	3	0.5	11
42	Cc1cc(=O)n(C(C)Cc2ccccc2)n1C(C)Cc1ccccc1 (stereo not drawn)	-7	-0.4	3	-6	-4	-1	-5	16	1.3	2
43	CC(=O)NC(c1ccc(Cl)cc1)c1ccc2cccnc2c1O (stereo not drawn)	1	0.4	-2	-5	1	-3	-5	4	-1.1	-2
44	CCCn1c(=O)c(Cc2ccccc2)c(O)c2ccccc21	0	-1.6	2	-3	2	2	-2	8	0.1	7
45	Cc1ccc(NC(=O)c2ccc(CSc3nnc(-c4ccncc4)n3C)cc2)c(C)c1	-15	-4.2	2	-2	9	3	-2	-23	-2.2	21
46	CC1CCCC(NC(=O)COC(=O)c2n[nH]c3ccccc23)C1C (stereo not drawn)	11	-0.9	2	-3	7	-6	-1	3	1.6	4
47	O=C(CC1SC(=NCCc2ccccc2)N(/N=C/c2cccs2)C1=O)Nc1ccc(Cl)cc1 (stereo not drawn)	-6	-1.5	3	4	-4	0	-2	10	1.7	8
48	CCc1c(C)nc(SCC(=O)Nc2ccc(Br)cc2)[nH]c1=O	-4	1.6	2	5	6	-1	x	-16	0.5	-8
49	CCc1ccc(N/C(=N/c2nc(C)cc(C)n2)NC(C)=O)cc1	-7	3.1	3	-2	-1	4	-16	3	0.4	-18
50	CC(=O)Nc1ccc(S(=O)(=O)NCCS(=O)(=O)N2CCN(c3ccccc3F)CC2)cc1	-8	-1.0	2	1	0	-2	0	0	-0.1	5

no.	compound	RTF Ca sens inh	MOR-DOR ag	V-ATPase pHluor	Keap1 Nrf2 FP	HTR5A ag ctr	cardiac RTF act	CAL PDZ FP	HTR5A inv ctr	C-LANA FP	MOR-DOR inv ag
51	CN1CCN(c2nc3ccccc3nc2C(C#N)C(=O)OC2CCCCC2)CC1 (stereo not drawn)	-1	-2.6	1	-3	-1	-8	x	-2	1.5	12
52	O=C(CCn1c(=O)oc2ccccc21)NCCCN1CCCC1=O	-7	-0.1	-2	3	-3	0	-5	16	0.3	1
53	COc1ccc(N2CCN(C(=O)CCCSc3nc4ccccc4[nH]3)CC2)cc1	-4	-0.8	-1	2	6	0	0	-24	1.0	5
54	CCS(=O)(=O)NC(C)C(c1cccs1)N1CCN(c2ccc(OC)cc2)CC1 (stereo not drawn)	-7	0.6	1	-2	5	4	x	-15	0.2	-3
55	CCOC(=O)C(=Cc1ccc(Br)cc1)C(=O)OCC	-5	-0.8	1	0	-3	1	6	12	1.3	4
56	COc1ccc(C(=O)NCCSCc2ccccc2C)cc1	-2	-3.0	-3	2	-1	-4	-1	-7	1.6	15
57	Cc1cccc(-c2nnn(CC/C(N)=N/O)n2)c1	-5	0.2	3	-2	1	4	-3	-4	0.3	-1
58	CC1CC(C)CN(C(=O)C2CCN(S(=O)(=O)c3cccs3)CC2)C1 (stereo not drawn)	-12	0.1	-2	3	2	-3	-3	-7	-1.5	-1
59	Cc1ccc(C(=O)NCCc2cccs2)cc1	9	0.8	1	-1	-5	-11	5	14	-1.2	-6
60	COc1ccc(-n2nc(C(=O)NCC(=O)NCCc3ccc(OC)c(OC)c3)c3ccccc3c2=O)cc1Cl	1	3.5	-2	-9	6	-2	5	-15	-0.6	-26
61	COc1ccc(OCc2cc(C(=O)NCC3CCOCC3)no2)c(Cl)c1	-1	-3.4	0	-6	-1	0	-4	9	1.9	18
62	Cc1cc(C)n2nc3nc(N4CCCCC4)nc(-c4ccco4)c3c2n1	-6	-0.9	-2	-3	5	5	x	2	-0.8	4
63	COc1ccc(CN2CCOCC2)cc1	5	-1.3	x	0	-2	5	-23	1	-0.6	8
64	Cc1ccc(/C=C/c2nnc(-c3ccccc3)o2)cc1	1	0.9	-1	0	4	-1	-5	-38	0.0	-5
65	CCn1c(SCc2ccccc2)nc2c(c1=O)SCC2	-15	-0.6	0	-5	1	0	-4	42	0.3	3
